VLA-4 inh: inhibition in a human VLA-4 binding assay | VLA-4 expressing cells, ligand binding flow cytometry | inhibition, % (about 7 µM as worked out from the volumes in the protocol) | 330,000 compounds, 0.2% hits | AID 2557; in the data active = inhibition above about 50%
CTSL1 counter: cathepsin L1 inhibition, PFM18AAP counter-screen. recombinant F. hepatica cathepsin L1, Z-Leu-Arg-MCA fluorescence. inhibition, % at 5.96 µM. 300,000 compounds, 0.49% hits;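 active = inhibition above the mean of all tested compounds plus 3 SD, set per screening campaign, cut at about 17% in these data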;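 note: 0% = plate median of test compound wells and 100% = 1 µM Z-Phe-Ala-diazomethylketone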
PP5 primary: blocks human protein phosphatase 5 activity | AID 1987 | purified PP5c, OMFP substrate fluorescence | P53041 | inhibition, % at 6.7 µM | 320,000 compounds, 0.18% hits;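 active = inhibition above the campaign's mean inhibition across all tested compounds plus 3 SD, cut at about 9.5% in these data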;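 note: 0% = DMSO only and 100% = 100 µM cantharidin control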
HCV core dimer: blocks dimerization of HCV core protein; TR-FRET GST/Flag-core106 dimerization, 1536-well; inhibition, % at 5 µM; 300,000 compounds, 0.33% hits;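 active = inhibition above the mean of all tested compounds plus 3 SD, set per screening campaign, cut at about 45% in these data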
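Material: Tagged HCV core106 pair (GST and Flag) | Amount: GST-core106 13.5 nM, Flag-core106 17 nM | Medium: KF-containing HEPES buffer, pH 7.45, DTT, CHAPS, BSA | Reagent: Eu donor and XL665 acceptor anti-tag antibodies | Schedule: 4 h at 22.5 °C | Technique: Time-resolved FRET, ex 340 nm, em 617 and 671 nm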
PP1 inh: blocks human PP1-alpha phosphatase, a PP5 counter-screen; P62136; purified PP1alpha, OMFP fluorescence; inhibition, % at 6.7 µM; 320,000 compounds, 0.9% hits;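 active = inhibition above the mean inhibition of all tested compounds plus 3 SD, computed separately for each screening campaign, cut at about 15% in these data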
Target sequence (P62136 whole entry, looked up): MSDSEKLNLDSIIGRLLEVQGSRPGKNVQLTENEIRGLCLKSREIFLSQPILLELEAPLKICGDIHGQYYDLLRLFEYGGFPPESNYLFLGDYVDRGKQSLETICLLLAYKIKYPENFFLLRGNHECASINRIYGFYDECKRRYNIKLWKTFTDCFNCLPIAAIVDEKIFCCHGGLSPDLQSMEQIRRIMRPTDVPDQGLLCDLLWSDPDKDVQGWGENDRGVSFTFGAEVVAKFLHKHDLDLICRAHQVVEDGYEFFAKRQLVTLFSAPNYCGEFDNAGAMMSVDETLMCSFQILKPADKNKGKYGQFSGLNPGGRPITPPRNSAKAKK
JMJD2C inh: blocks human GASC-1 demethylase activity | Q9H3R0 | GST-JMJD2C(1-420) H3K9me3 demethylation, DELFIA europium | inhibition, % at 2.35 µM | 330,000 compounds, 0.069% hits;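 active = more than half of a compound's replicate wells show inhibition beyond 50%, single wells judged on their own value; inconclusive = some, but no more than half, of replicates pass 50% inhibition; inactive = no replicate passes 50% inhibition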;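 note: signal counts dimethyl H3K9 product captured on neutravidin plate; 0% = median of DMSO wells and 100% = 0.3 times that DMSO median; strong numbers were not always called active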
Target sequence (Q9H3R0 1-420 limits assumed): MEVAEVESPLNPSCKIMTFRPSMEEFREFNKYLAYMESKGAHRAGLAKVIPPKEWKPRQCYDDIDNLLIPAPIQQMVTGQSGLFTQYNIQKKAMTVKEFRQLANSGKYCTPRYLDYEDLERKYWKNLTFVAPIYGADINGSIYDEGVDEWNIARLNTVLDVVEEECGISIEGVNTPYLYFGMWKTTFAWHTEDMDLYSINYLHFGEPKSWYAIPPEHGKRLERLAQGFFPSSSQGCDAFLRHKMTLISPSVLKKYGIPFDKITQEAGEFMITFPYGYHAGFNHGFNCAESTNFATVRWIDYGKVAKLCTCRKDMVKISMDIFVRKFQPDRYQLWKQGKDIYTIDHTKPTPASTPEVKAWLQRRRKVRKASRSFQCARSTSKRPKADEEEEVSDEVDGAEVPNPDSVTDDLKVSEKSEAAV
GRK2 inh: blocks RNA aptamer binding to human GRK2; inhibition of aptamer binding, % at 10 µM; 330,000 compounds, 0.59% hits; P25098; bead flow cytometry, FAM-aptamer displacement from GRK2;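 active = inhibition of aptamer binding above 40%, roughly 3 SD of noise, on plates passing a quality check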;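 note: median bead fluorescence of bound FAM aptamer so fluorescent compounds give negative values; no value below 0 was filed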
procasp7 counter: counter-screen for procaspase-3 activators: activators of human procaspase-7; recombinant procaspase-7, Ac-DEVD-pNA absorbance 405 nm; D23A/D198A/D206A triple mutant, cannot self-cleave; scale: DMSO 0, 5 µM enzyme 100; P55210; activation, % at 8.5 µM; 330,000 compounds, 0.093% hits; AID 463210;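 active = percent activation above the screen-wide mean plus 3 SD, cut at about 25% in these data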
Target sequence (P55210 whole entry D23A/D198A/D206A): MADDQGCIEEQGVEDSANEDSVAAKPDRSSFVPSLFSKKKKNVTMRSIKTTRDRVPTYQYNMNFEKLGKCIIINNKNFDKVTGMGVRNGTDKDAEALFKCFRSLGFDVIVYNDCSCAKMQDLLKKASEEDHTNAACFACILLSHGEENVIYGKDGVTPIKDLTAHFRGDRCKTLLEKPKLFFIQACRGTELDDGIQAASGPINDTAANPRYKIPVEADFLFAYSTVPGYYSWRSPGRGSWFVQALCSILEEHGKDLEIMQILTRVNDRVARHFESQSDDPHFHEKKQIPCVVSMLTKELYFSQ
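Material: Procaspase-7 triple mutant (PC-7 D3A) | Quantity: 2 µM procaspase-7 mutant as dispensed | Reagent: DEVD-pNA substrate | Times: 1 h preincubation, 2 h reaction | Technique: 405 nm absorbance of p-nitroaniline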
proCasp3 act: activates human procaspase-3. P42574. recombinant procaspase-3 D3A, Ac-DEVD-pNA absorbance 405 nm. activation, % at 8.5 µM. 330,000 compounds, 0.11% hits;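 active = activation above the mean of all tested compounds plus 3 SD, cut at about 21% in these data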;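 note: 0% = DMSO alone and 100% = DMSO wells spiked with extra 5 µM PC-3 D3A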
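Assay system: Procaspase-3 D3A mutant, all three cleavage aspartates alanine. Buffer or medium: Zinc-free HEPES saline buffer with Triton X-100. Times: 1 h compound preincubation, 2 h substrate hydrolysis at 25 °C. Measured by: 405 nm absorbance of p-nitroaniline, reads at 0 and 120 min. Read-out basis: percent activation relative to control range. Replicates: singlicate.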
* hit, by the source's call; ? = inconclusive; . = not tested or not shown; & = joins results of further samples.

SMILES	VLA-4 inh	CTSL1 counter	PP5 primary	HCV core dimer	PP1 inh	JMJD2C inh	GRK2 inh	procasp7 counter	proCasp3 act
COc1cccc(NC(=O)c2ccccc2)c1	-8.9	-6.2	0.3	2.9	-4.7	3.3	2.0	8.1	11.0
COc1cc(CNC2CCCCCCC2)c(Br)cc1OCCO	6.4	-1.7	3.1	-9.2	0.5	-4.9	0.0	10.0	2.0
CCOc1ccc(S(=O)(=O)N2CCCC(C(=O)NCc3cccnc3)C2)cc1Cl (centres undefined)	0.7	1.3	2.0	-4.4	-2.3	7.8	0.0	-0.2	-4.7
COc1cc(O)c(C(CCN2CCOCC2)c2cc(OC)c(OC)c(OC)c2)c(OC)c1 (centres undefined)	-7.1	-4.3	0.7	0.7	-4.6	0.5	2.0	-0.1	6.9
CCc1nnc(NC(=O)CCC(=O)NCCc2ccccc2)s1	-3.0	1.6	-2.5	6.9	-1.5	-1.9	1.0	6.1	1.4
CCOc1ccccc1NC(=O)CSc1nc2ccccc2nc1N1CCOCC1	-7.5	2.2	-1.3	0.0	2.3	2.1	2.0	3.9	-0.6
Cc1cnc(C(=O)OCC(=O)c2ccc(C3CCCCC3)cc2)cn1	-3.9	-6.9	2.0	0.7	-0.2	-4.4	1.0	8.2	-8.5
CCC(=O)N1CCc2cc(S(=O)(=O)NCCC(=O)N3CCN(c4ccccc4)CC3)ccc21	-3.4	0.6	1.5	-13.2	-4.3	1.0	0.0	-10.2	3.3
CCN(CC)S(=O)(=O)c1ccc(N2CCCC2)c(NS(=O)(=O)c2cccs2)c1	9.6	-1.4	-2.8	0.8	2.9	0.2	1.0	3.2	-0.7
O=C1Nc2ccccc2/C1=C/c1ccnc2ccccc12	1.4	-2.1	1.4	0.0	-1.2	0.2	4.0	2.1	5.9
Cc1ccc(Cn2nnnc2CN2CCC(c3nc4ccc(Cl)cc4[nH]3)CC2)cc1	-4.8	1.1	2.8	5.3	1.4	1.8	0.0	9.7	2.8
Cc1ccc2nc(SCC(=O)N3CCN(c4ccccc4)CC3)nc(=O)n2c1	-8.8	3.6	-0.2	-0.6	-1.3	5.3	3.0	11.6	-3.5
Cc1ccc(C(C(=O)NC(C)(C)C)N(C(=O)c2csnn2)c2cccc(F)c2)o1 (centres undefined)	-4.6	3.2	-0.2	-6.1	1.3	-1.9&-0.3	0.0	-19.2	3.8
NC(=O)c1ccc(NC(=O)COC(=O)CC2Sc3ccccc3NC2=O)cc1 (centres undefined)	4.2	.	-0.6	.	6.5	-3.7	6.0	1.1	-8.2
Cc1[nH]n(-c2ncc(-c3ccccc3)s2)c(=O)c1C(c1ccc(Cl)cc1)C(C#N)C#N (centres undefined)	6.7	0.5	4.4	16.3	3.7	16.5	0.0	-8.0	3.5
CCN(CC(=O)NC(C)C)Cc1nc2sc3c(c2c(=O)[nH]1)CCC3	1.0	-1.3	1.2	8.2	1.2	-5.6	0.0	-2.5	-10.8
CC(C)c1nc(N2CCOCC2)c(C#N)c2c1CCC2	-1.2	1.2	4.6	-0.2	0.8	3.7	3.0	4.4	3.1
CC(OC(=O)c1cccnc1SCc1cc(=O)n2ccccc2n1)c1ccccn1 (centres undefined)	-18.4	3.6	2.4	-2.9	0.7	31.0	0.0	-9.8	-4.9
O=C1CCN(Cc2ccc(O)cc2)CCN1CCO	-5.6	-2.5	2.2	-11.7	-0.8	0.0	0.0	-1.1	-5.5
COc1cccc(/C=N/NC(=S)NC2CC3CCC2C3)c1OC (centres undefined)	7.2	-1.5	0.7	1.5	-7.5	-10.8	0.0	2.6	-1.2
Fc1cc(F)c(NC(=S)N2CCOCC2)c(F)c1	-4.5	2.3	2.1	-2.4	-4.7	14.9	0.0	11.3	-3.7
O=C(CCn1c(=O)c2cccn2c2cccnc21)N1CCN(c2cccc(Cl)c2)CC1	0.8	-2.2	2.4	2.1	2.3	4.8	3.0	3.7	5.6
CC1(C)C(/C=C/C=C/C=C/C=C2\N(CCCCS(=O)(=O)O)c3ccc4ccccc4c3C2(C)C)=[N+](CCCCS(=O)(=O)[O-])c2ccc3ccccc3c21	-2.5	-0.5	3.3	68.5*	59.2*	.	4.0	-27.1	-3.4
COC(=O)c1cccc(COC(=O)c2cccnc2SC)c1	-12.1	6.6	-0.4	3.4	-0.1	0.2	0.0	3.6	-2.6
CCOc1ccc(N(CC(=O)NC(C(C)C)C(C)C)S(=O)(=O)c2ccc(OC)c(OC)c2)cc1	-4.8	3.0	1.3	6.8	-0.3	-12.9	0.0	2.9	8.1
COc1ccccc1C(=O)NCCC(=O)N(Cc1ccco1)Cc1cccs1	4.2	-1.2	-0.5	5.7	-0.1	-7.8	0.0	-14.7	-2.7
O=C(c1ccc(OC2CCN(Cc3ccccn3)CC2)cc1)N1CCCC(O)C1 (centres undefined)	0.6	-7.0	-0.3	-1.3	8.0	0.2	2.0	5.4	-4.7
Cn1c(N)c(C(=O)COC(=O)c2ccccc2C(=O)c2ccccc2)c(=O)n(C)c1=O	0.0	.	3.1	.	4.2	8.3	1.0	-10.8	1.6
O=C(c1ccc2c(=O)n3c(nc2c1)CCCCC3)N1CCN(c2ccc(F)cc2)CC1	15.9	-2.7	-1.0	-4.3	2.4	-1.7	0.0	11.0	9.2
N#Cc1cc(-c2ccccc2)nnc1Sc1ccc(F)cc1	-3.1	6.8	-0.4	10.6	-1.1	14.9	1.0	-7.3	7.4
Cc1ccc(CCCOC(=O)C[N+]2(C)CCOCC2)cc1	4.0	-5.2	-1.7	-0.5	-5.4	-0.4	1.0	-10.1	-10.4
CC(C)c1ccc(CNc2ncc(Br)cn2)cc1	-0.7	-1.6	2.1	-8.0	-0.7	-24.2	2.0	12.4	2.1
CCOC(=O)c1nc2cc3n(c(C)c-2c1C)C(C)C(C)=C3C (centres undefined)	10.6	1.2	-0.3	-3.3	3.2	.	0.0	2.4	-0.9
COc1ccc(C(=O)NCc2nnc(SCC(=O)c3ccccc3)n2C)cc1	20.2	-3.9	1.9	0.5	-3.1	-6.6	1.0	-2.0	-5.1
Cc1cc(N/N=C/c2ccc(F)cc2)nc(-n2nc(C)cc2C)n1	4.3	-0.2	2.8	-1.3	27.2*	-1.6	0.0	4.2	0.6
CC1(CCc2ccccc2)NC(=O)N(CC(=O)O)C1=O (centres undefined)	-1.9	0.9	4.7	2.8	-2.6	9.6	1.0	-5.6	-0.4
COC(=O)[C@@H]1C[C@@]2(O)[C@H](O)[C@H](O)[C@H](O)C[C@H]2N1CC1CC1	5.2	5.9	1.2	4.7	-0.2	-22.9	5.0	-12.8	-4.0
COc1cccc(NC(=O)C(=O)NCCCn2ccnc2)c1	1.1	-4.5	-0.1	-0.9	-4.7	10.6	0.0	2.3	-2.0
COc1ccc(/C=N/NC(=O)c2cccc(C(F)(F)F)c2)cc1	-4.7	4.0	-0.1	-1.0	-3.0	-6.7	0.0	-4.6	5.4
CC(C)Cc1nnc(NC(=O)C23CC4CC(CC(C4)C2)C3)s1	6.6	-5.4	2.4	-1.2	2.1	-10.0	0.0	10.5	-3.6

Just PP1 inh and proCasp3 act (3 entries from above):
| mol | PP1 inh | proCasp3 act |
| --- | --- | --- |
| Cc1ccc(CCCOC(=O)C[N+]2(C)CCOCC2)cc1 | -5.4 | -10.4 |
| CC(C)c1ccc(CNc2ncc(Br)cn2)cc1 | -0.7 | 2.1 |
| CCOC(=O)c1nc2cc3n(c(C)c-2c1C)C(C)C(C)=C3C (centres undefined) | 3.2 | -0.9 |

Next results follow:
SMILES	VLA-4 inh	CTSL1 counter	PP5 primary	HCV core dimer	PP1 inh	JMJD2C inh	GRK2 inh	procasp7 counter	proCasp3 act
Clc1ccc(-c2nnc(SCc3nc4ccccc4s3)o2)cc1	-1.6	3.1	1.0	6.8	-2.2	-10.3	0.0	-2.8	10.1
CC(C)CNC(=O)c1ccc(COc2ccc(Cl)cc2Cl)o1	12.2	-0.3	3.7	-0.2	-5.6	3.0	4.0	13.5	7.7
Cc1cc(-c2ccc(S(=O)(=O)N3CCN(c4cccc(C(F)(F)F)c4)CC3)s2)on1	12.2	-0.7	0.7	2.5	-0.1	14.2	2.0	7.7	5.6
COc1ccc(S(=O)(=O)N2c3ccc(F)cc3CCC2C)cc1 (centres undefined)	10.2	-2.9	1.8	11.7	4.3	-4.6	0.0	0.7	-11.7
COc1c(C)cc(C(=O)C2CCCN(C(=O)/C=C/c3ccccn3)C2)cc1C (centres undefined)	17.3	-2.3	-0.7	-1.4	-1.8	-0.9	1.0	3.8	-3.5
Cc1cc(N2CCCC2=O)ccc1S(=O)(=O)Nc1c(C)nn(C)c1C	3.4	-0.6	0.2	6.3	-4.9	1.0	0.0	8.2	-6.9
CC(=O)[C@H]1[C@H](C#N)C[C@H]2[C@@H]3CC=C4C[C@@H](O)CC[C@]4(C)[C@H]3CC[C@@]21C	-24.9	-6.6	0.0	21.6	-11.8	18.7	1.0	2.9	1.8
CN(Cc1ccccc1)CC(O)COc1ccc(CNCCc2cccnc2)cc1 (centres undefined)	7.5	-0.5	2.3	-2.5	-3.6	2.6	0.0	2.6	-6.3
O=C(NC(N1CCOCC1)C(Cl)(Cl)Cl)c1ccco1 (centres undefined)	22.5	-4.8	2.7	-6.9	1.3	-27.7	4.0	1.3	-1.9
COc1cc(/C=C/c2cccc[n+]2C)ccc1OCC(=O)Nc1ccccc1	-2.5	3.1	2.8	-0.8	-4.2	-16.2	0.0	2.5	3.1
CCC(=O)Nc1cccc(C2=NOC3(C2)C[C@@H](C(N)=O)N(C(=O)c2ccc(OC)cc2)C3)c1 (some centres undefined)	-9.5	-2.1	6.0	1.6	0.1	-4.6	15.0	3.1	-1.1
COc1ccccc1N(CC(=O)NC1CCCCC1)C(=O)c1csnn1	1.7	-3.3	-0.4	-7.9	0.5	2.2	0.0	-3.2	8.8
COc1cccc(N2CC(O)Cn3c2nc2c3c(=O)n(CCCc3ccccc3)c(=O)n2C)c1 (centres undefined)	2.2	0.5	2.6	-2.6	-0.6	5.3	2.0	4.7	-4.5
S=c1nccc(-c2ccc3c(c2)CCO3)[nH]1	7.2	-0.7	-2.9	2.8	-6.5	1.7	1.0	-26.1	-32.4
NC1=NC(=O)/C(=C\c2ccco2)S1	-3.3	5.6	0.3	-0.2	-0.4	0.4	5.0	-30.4	-11.2
CCOc1ncccc1C(=O)OCC(=O)N1CC(=O)Nc2ccccc21	5.0	-0.9	2.0	-2.6	-1.6	?	1.0	3.1	1.3
COc1ccc(OC)c(-c2nn(-c3ccccc3)cc2C(=O)NCC(c2ccco2)N2CCCC2)c1 (centres undefined)	4.5	.	-0.6	.	0.7	-6.8	3.0	3.2	6.1

3 compounds out of the list above, sorted by the value under proCasp3 act, lowest first:
| compound | proCasp3 act |
| --- | --- |
| COc1c(C)cc(C(=O)C2CCCN(C(=O)/C=C/c3ccccn3)C2)cc1C (centres undefined) | -3.5 |
| O=C(NC(N1CCOCC1)C(Cl)(Cl)Cl)c1ccco1 (centres undefined) | -1.9 |
| CC(C)c1nc(N2CCOCC2)c(C#N)c2c1CCC2 | 3.1 |
